# Screening results: PubChem, National Center for Advancing Translational Sciences (NCATS)
# Lipid storage S3: qHTS Assay for Lipid Storage Modulators in Drosophila S3 Cells. AID 2685. Potency in µM for hits, for the others lipid storage change, negative = inhibition, % at the top dose, mostly 46.1 µM. 320,000 compounds, 0.64% hits. Drosophila S3 cells, BODIPY lipid droplet fluorescence, 18-24 h; cells fed with added oleic acid; active = well fitted inhibition curve with a large enough effect in the signal ratio, with a control signal flat, not every such curve was filed as active; inconclusive = small, poorly fitted or top-dose-only effect, or effect the other way, or a change in a side signal; the % refers to the signal ratio
#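 Laser-scanning cytometry quantifies lipid droplet accumulation (500–530 nm total intensity; droplet/cell object ratio) in oleic acid-fed (400 uM added) Drosophila S3 cells treated with a concentration series. 20 uM Triacsin C defined 100% inhibition.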
# Lipid storage S3 cell count max: second read-out of Lipid storage S3, no call of its own (marks repeat the call); cell number change, %; measured here: cell count max response;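 cells counted by Cell Tracker Red CMTPX staining in the red channel; peak over a dose series mostly up to 46.1 µM; percent activity relative to internal control wells on each plate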
# * hit, by the source's call; i = inactive; ? = inconclusive; nt = no result given. % is set by controls: 0 for no effect and ±100 for the full control effect; potency is the fitted concentration of half-maximal effect. Some of the compounds tested; rates above refer to the full screens.
SMILES,Lipid storage S3,Lipid storage S3 cell count max
C/C(=N\Nc1cccc([N+](=O)[O-])c1)c1cc(F)ccc1O,-11.9%,-7.7
COc1ccc(NC2CCCN(C(=O)c3cccc(C(F)(F)F)c3)C2)cc1OC (stereo not given),?,nt
COC(=O)C1CC(=O)N(c2ccc(C)cc2)C1 (stereo not given),?,nt
N=C(CC1CC(=O)NC(=O)C1)C1=C(O)CCCC1=O,0.8%,2.9
Cc1cc(C)nc(SCC(=O)Nc2ccc(N3CCOCC3)c(Cl)c2)n1,?,nt
CCOC(=O)N1CCC(c2cc(=O)n3[nH]c(-c4ccccc4)cc3n2)CC1,0.8%,-4.4
COC(=O)c1ccc2c(=O)n(NC(=O)C(c3ccccc3)c3ccccc3)c(=S)[nH]c2c1,?,nt
Cc1ccccc1OCC(=O)Nc1ccc2[nH]ncc2c1,?,nt
COc1ccccc1CCCNC(=O)C1CCC(=O)N(CCN2CCOCC2)C1 (stereo not given),?,nt
COc1cccc(OCCNC(=O)c2ccccc2Sc2ccccc2C#N)c1,-17.3%,-1.2
CC(=O)C(Cc1cccc(F)c1)(Cc1cccc(F)c1)C(C)=O,i,-21.7
Cc1cc(C)n(C(=O)CNC(=O)C(c2ccccc2)c2ccccc2)n1,1.8%,-2.8
Cc1nn(-c2ccccc2)c(C)c1N,?,nt
COc1ccccc1CNC(=O)C1CCCN(S(=O)(=O)c2cnc[nH]2)C1 (stereo not given),i,23.0
Cc1noc(/C=C/N(C)C)c1S(=O)(=O)N(C)Cc1ccc(F)cc1,?,nt
CC1(C)CC(NS(=O)(=O)c2ccccc2)CC(C)(C)N1,5.0%,-1.6
COC(=O)c1scc(S(C)(=O)=O)c1-n1cccc1,5.0%,23.0
CC1=Nc2ccccc2/C1=C/c1c(N)n2c(S(=O)(=O)CC(C)C)nsc2nc1=O,-0.6%,-1.3
CCOC(=O)C1=C(C)N2C(=C(C#N)[C@@H]1c1ccc(C(=O)OC)cc1)SC[C@@]2(O)C(C)(C)C,?,nt
COC(=O)C1C2C=CC3(CN(C4CCCC4)C(=O)C13)O2 (stereo not given),5.3%,1.7
C=CCN1C(=O)N(c2ccccc2)C(=O)C1CC(=O)Nc1ccc(OC)cc1 (stereo not given),-8.0%,2.6
CC(C)CCN(C)C1CCN(S(=O)(=O)c2ccc(F)cc2)CC1,-2.6%,-12.5
Cn1nnnc1SCC(=O)Nc1cccc(S(=O)(=O)N2CCCC2)c1,?,nt
NC(N)=NS(=O)(=O)c1ccc(NC(=S)Nc2ccc(F)cc2)cc1,6.5%,6.0
CN(C)Cc1ccccc1Sc1ccccc1Br,?,nt
COc1cccc(CNC(=O)C2CCCN(c3cnccn3)C2)c1 (stereo not given),i,21.5
Cc1occc1-c1nnc(SCC(=O)NCCc2ccccc2)o1,?,nt
N#Cc1ccc(CN2CCN(C(=O)CCNS(=O)(=O)c3ccc(F)c(F)c3)CC2)cc1,?,nt
CSc1ccc(/C=N/NC(=O)CN2CCN(Cc3ccc(Cl)cc3)CC2)cc1,?,nt
COC(CNC(=O)CSCc1nc(-c2ccc(SC)cc2)oc1C)OC,-2.0%,-14.2
CCNC(=O)/N=C1/NC(=O)C(C(C)C)O1 (stereo not given),-10.6%,-2.5
O=C(CCSCc1ccccc1Cl)NCc1ccco1,4.1%,12.3
O=C(CCCSc1ccccc1)Nc1nc(-c2ccccn2)cs1,?,nt
O=C(O)c1cccc(NC(=O)C2CC(=O)N(Cc3ccccc3)C2)c1 (stereo not given),4.61µM*,-0.6*
CN(C)C(=O)CSc1nnc(-c2ccncc2)n1Cc1ccco1,?,nt
CCn1c(SCC(=O)c2c[nH]c3ccccc23)nnc1-c1cccs1,?,nt
O=C(c1cscn1)N1CCCC(N2CCN(c3ccc(F)cc3)CC2)C1 (stereo not given),19.2%,29.3
CC1CC(C)(C)NC(=S)N1CC(=O)N(C)Cc1ccccc1 (stereo not given),10.3%,2.0
CCC(C)NCCCCOc1ccc(Br)cc1 (stereo not given),?,nt
CCN(CC(=O)Nc1cccc(OC)c1)C(=O)C1CCN(C(=O)Nc2ccccc2)CC1,?,nt
Cc1ccc(NC(=O)CN(C)C(=O)COC(=O)/C=C/c2cccs2)cc1,?,nt
Cc1cccc(OCC(=O)Nc2ccc(N3CCN(C(=O)c4ccco4)CC3)cc2)c1,-29.2%,2.6
COc1ccc(C2C(C(=O)c3sc(C)nc3C)=C(O)C(=O)N2CCN(C)C)cc1OC (stereo not given),?,nt
COc1ccc(NC(=O)c2nnn(Cc3cccc(F)c3)c2N)c(OC)c1,?,nt
COc1ccc(C)cc1-n1nc2ccccc2n1,?,nt
CN(C)CCNC(=O)Nc1cccc(Cl)c1Cl,0.7%,4.4
Cc1ccc(S(=O)(=O)N(C)C)cc1NC(=S)N(CCC#N)Cc1cccnc1,3.7%,-15.5
CCN(CCn1cccn1)C(=O)c1cc(COc2ccc(F)cc2Cl)on1,?,nt
CC1CC(C)CN(CCCNC(=O)c2ccc3c(SCC(=O)O)c4c(nc3c2)CCC4)C1 (stereo not given),6.5%,nt
CN(C)c1ccc(CN(C(=O)C2COc3ccccc3O2)C2CCS(=O)(=O)C2)cc1 (stereo not given),7.4%,nt
NS(=O)(=O)c1cccc(NC(=O)CSc2nnc(-c3ccccc3F)n2C2CC2)c1,?,nt
C=CCN=C1S/C(=C\c2ccc(Cl)cc2)C(=O)N1CC=C,27.5%,nt
CCCN(CC1CC1)C(=S)Nc1ccc(C(C)=O)cc1,10.7%,25.5
O=C(Nc1cccc2[nH]ncc12)c1ccc(F)cc1,-1.0%,-0.6
COCCN1CC(=O)N(c2cccc(C)c2C)C(c2ccc(Cl)cc2)C1=O (stereo not given),?,nt
COc1ccc(S(=O)(=O)N(C)CC(=O)NCc2cccnc2)cc1OC,i,26.2
COc1cccc(NC(=S)N(CCC(C)C)C2CCN(C(C)=O)CC2)c1,1.3%,nt
Cc1cc(C(F)(F)F)nn1CC(=O)N1CCCCC1C (stereo not given),16.0%,0.7
O=C(CCC(=O)N(CC(=O)NC1CCCCC1)Cc1ccc(F)cc1)Nc1nccs1,?,nt
COc1ccc(CCNC(=O)CSc2ccc3nnc(CCNC(=O)c4ccccc4)n3n2)cc1OC,?,nt

# Remaining list, next part.
SMILES,Lipid storage S3,Lipid storage S3 cell count max
CCOc1ccccc1N1CCN(C(=O)CC(C)C)CC1,?,nt
Cc1ccc(N(C)C(=O)CC(C)S(=O)(=O)c2ccc3c(c2)NC(=O)CO3)cc1 (stereo not given),?,nt
O=C(Nc1ccccc1)N1CCN(c2ncccn2)CC1,?,nt
O=S(=O)(c1ccc(Cl)cc1)N1CCCN(c2ccc(C(F)(F)F)cn2)CC1,13.5%,3.1
O=C(COC(=O)c1cnccn1)Nc1ccccc1-c1ccccc1,-7.4%,4.4
COc1ccc(CC(=O)N2CCN=C2SC)cc1,?,nt
Cc1ccc(-c2ccc(/C=C(\C#N)C(=O)Nc3cc(C)nn3-c3ccccc3)o2)cc1,2.0%,nt
CCCN(CCC)CCCNC(=O)c1ccc2c(Cl)c3c(nc2c1)CCC3,?,nt
CCc1[nH]nc(C(=O)N2CCCC(Nc3ccc(C(C)C)cc3)C2)c1C (stereo not given),-3.9%,1.9
O=C(C1CCCN(c2ncccn2)C1)N1CCc2ccccc21 (stereo not given),?,nt
COCCNc1nnc(SCC(=O)NC2CCCCC2)s1,?,nt
C/C(=N/NC(=O)CN1CCN(S(=O)(=O)c2ccc(Br)cc2)CC1)c1ccco1,7.9%,3.9
O=C1CCCN1CCC1CCCCN1Cc1nc(-c2cnccn2)no1 (stereo not given),-2.6%,7.4
CCCN(C(=O)COC(=O)CSc1ccc([N+](=O)[O-])cc1)C1CCS(=O)(=O)C1 (stereo not given),?,nt
O=C(Cc1ccc(F)cc1)Nc1nnc(-c2ccc(F)cc2)o1,i,nt
O=C(NCCN1CCOCC1)c1cccc(S(=O)(=O)N2CCCCCC2)c1,?,nt
CC1CCN(CC(C)OC(=O)c2ccc3c(c2)OCCO3)CC1 (stereo not given),?,nt
CCOC(=O)c1ccc(NC(=O)Nc2c(C)n(C)n(-c3ccccc3)c2=O)cc1,?,nt
COc1cccc(C2CC(c3ccccc3)n3ncnc3N2)c1 (stereo not given),?,nt
Cc1ccc(S(=O)(=O)NCCCn2ccnc2)cc1C(=O)NC(C)C,?,nt
COc1ccc(-c2cn3c(C)c(C(=O)NC(C)(C)C)sc3n2)cc1,?,nt
O=S(=O)(NCCCN1CCOCC1)c1ccc(Cl)s1,?,nt
COc1nc(N)c(S(=O)(=O)c2ccccc2C)cc1C#N,?,nt
Cc1nc2ccccc2n1CC(=O)OCC(=O)Nc1ccc2c(c1)OCCO2,-7.3%,-1.9
Cc1ccsc1C(=O)Nc1ccccc1N1CCOCC1,?,nt
Cc1c(C)c(C)c(S(=O)(=O)NCCC(=O)N2CCN(Cc3ccc(C#N)cc3)CC2)c(C)c1C,-6.7%,10.7
COc1ccccc1C(=O)O[C@H]1[C@H](Cc2ccccc2)NS(=O)(=O)[C@H]2C[C@@H]3C=C[C@]12O3,?,nt
O=C1CC(C2CCCO2)C(=O)N1c1ccc(Cl)c(Cl)c1 (stereo not given),?,nt
CCOc1ccccc1NC(=S)NCC1CCCO1 (stereo not given),?,nt
COc1cc(C2NC(=O)NC(C)=C2[N+](=O)[O-])cc(OC)c1OC (stereo not given),14.8%,nt

# Part of the list above in order of number of heavy atoms, descending:
SMILES,Lipid storage S3,Lipid storage S3 cell count max
Cc1c(C)c(C)c(S(=O)(=O)NCCC(=O)N2CCN(Cc3ccc(C#N)cc3)CC2)c(C)c1C,-6.7%,10.7
CCCN(CCC)CCCNC(=O)c1ccc2c(Cl)c3c(nc2c1)CCC3,?,nt
COc1ccc(-c2cn3c(C)c(C(=O)NC(C)(C)C)sc3n2)cc1,?,nt

# Next section
SMILES,Lipid storage S3,Lipid storage S3 cell count max
COC(=O)c1cc2c(ccn2-c2ccc(F)cc2)n1Cc1ccc(C#N)cc1,?,nt
Cc1ccc(C(C)C)cc1OCC(=O)Nc1ccccc1N1CCCC1,?,nt
CCOc1ccc(NS(=O)(=O)c2ccc(-c3ccc(=O)[nH]n3)o2)cc1,?,nt
Cc1ccccc1C(=O)NC(=S)Nc1cccc(NC(=O)C(C)C)c1,?,nt
O=C(CN1CCCC1c1ccc2c(c1)OCCO2)NC(=O)Nc1ccccc1F (stereo not given),?,nt
CC1CCN(C(=O)Cn2c(=O)n(Cc3ccc4c(c3)OCO4)c(=O)c3ccccc32)CC1,i,-7.2
CCC(Sc1nc2ccc(C)cc2[nH]1)C(=O)O (stereo not given),14.6µM*,14.5*
CCCCn1c(N)c(N(CCOC)C(=O)c2oc3ccc(OC)cc3c2C)c(=O)[nH]c1=O,17.2%,-15.2
CC(C)c1cc(C(=O)NC2CCCc3c2cnn3-c2ccccc2F)no1 (stereo not given),?,nt
O=C(NCc1ccc2c(c1)OCO2)C(=O)NCC1OCCN1S(=O)(=O)c1ccc(Br)cc1 (stereo not given),?,nt
N#CC1CC(c2ccc([N+](=O)[O-])cc2)=NN1c1ccc([N+](=O)[O-])cc1 (stereo not given),?,nt
CCOC(=O)CP(=O)(c1ccccc1)c1ccccc1,?,nt
N#CCCCCN1CCCC1,-6.9%,-11.3
COc1cccc(NS(=O)(=O)c2cn(C)c(=O)n(C)c2=O)c1,-11.5%,-18.8
CCN1C(=O)c2ccccc2Sc2ccc(C(=O)NCCCN3CCCCC3)cc21,?,nt
CCOC(=O)c1sc(C)c(C(=O)NCC(C)(C)CN(C)C)c1N,?,nt
Cc1ccc(S(=O)(=O)N2CCN(Cc3cc(C(C)(C)C)ccc3O)CC2)cc1,?,nt
Fc1ccc(NC(=S)N2CCc3ccccc32)cc1,16.4µM*,-10.9*
CCCCCCn1ccc(=N)cc1,?,nt
O=C(Nc1ccc(N2CCCC2)cc1)c1ccccc1[N+](=O)[O-],?,nt
O=P(O)(O)c1ccccc1OCCOCCOCCOCCOc1ccccc1P(=O)(O)O,0.4%,nt
O=C(O)c1c2c(nc3ccc(S(=O)(=O)N4CCC(C(=O)NC5CCCCCC5)CC4)cc13)CCCC2,8.7%,6.9
CC(=O)Nc1cc(NC(C)=O)cc(C(=O)OCC(=O)Nc2ccc(S(=O)(=O)NC3=NCCCCC3)cc2)c1,22.0%,13.9
Fc1cc(Br)ccc1NC(=S)NCCc1ccccc1,11.9%,nt
COc1cccc(C(=O)Nc2cccc(-c3ccccc3)c2)c1,1.46µM*,5.3*
CNC(=S)SCCOc1ccccc1,?,nt
Cc1cccc(OCC(O)Cn2c(N3CCCCC3)nc3c2c(=O)n(C)c(=O)n3C)c1 (stereo not given),i,2.8
Cc1ccccc1NC(=O)c1cn2c(nc3ccccc32)c(C#N)c1C,?,nt
Cc1cc(C)c(S(=O)(=O)N2CCN(C(=O)c3ccc(-n4cncn4)c([N+](=O)[O-])c3)CC2)c(C)c1,?,nt
Cn1c(CNC(=O)c2ccccc2F)nnc1SCC(=O)Nc1nnc(C2CC2)s1,?,nt
CCCCC(CC)CNC(=O)c1cccs1 (stereo not given),?,nt
CC(C)C(=O)N(Cc1ccc2c(c1)OCO2)Cc1ccccn1,?,nt
